# Source: PubChem
# hIAP block – human IAP inhibitors, primary screen, biochemical, luminescence, uHTS | Intestinal-type alkaline phosphatase (Homo sapiens), P09923 | purified IAP, CDP-Star luminescence, 30 min | inhibition, % at 10 µM | 0.12% of 330,000 active;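 active = inhibition reaching a set limit with compound at 10 µM in the primary screen, cut at about 35% in these data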;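 note: plate controls were DMSO wells with enzyme for no effect and no-enzyme buffer wells for full effect; values of inactives mirror those of a sister screen read the other way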
# Target sequence (P09923 whole entry, looked up): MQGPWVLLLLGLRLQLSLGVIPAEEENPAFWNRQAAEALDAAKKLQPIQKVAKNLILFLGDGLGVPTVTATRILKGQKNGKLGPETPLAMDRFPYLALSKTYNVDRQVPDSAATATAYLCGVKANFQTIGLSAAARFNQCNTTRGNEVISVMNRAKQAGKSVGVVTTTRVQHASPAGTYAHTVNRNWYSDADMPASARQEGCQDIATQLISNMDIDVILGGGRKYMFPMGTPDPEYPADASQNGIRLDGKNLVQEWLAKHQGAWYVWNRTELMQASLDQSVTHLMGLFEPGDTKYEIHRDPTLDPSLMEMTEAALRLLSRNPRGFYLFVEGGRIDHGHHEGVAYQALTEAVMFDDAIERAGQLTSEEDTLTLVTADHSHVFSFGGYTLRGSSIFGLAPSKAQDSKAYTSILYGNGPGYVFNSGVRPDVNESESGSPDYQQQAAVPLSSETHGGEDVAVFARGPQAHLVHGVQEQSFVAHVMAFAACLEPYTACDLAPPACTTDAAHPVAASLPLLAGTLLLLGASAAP
# beta cell repl – inducers of MIN6 beta-cell proliferation, primary screen, ATP luminescence, uHTS; 0.29% of 330,000 active; MIN6 cells proliferation, ATPlite luminescence, 48 h; cells starved in 0.2% serum; 100% = growth in 10% serum; proliferation, % at 10 µM;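 active = compounds whose signal lies at least 3.5 SD above the mean of all wells on their plate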;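 note: 0% = DMSO-treated cells in low-serum medium and 100% = 10% serum control; some compounds called inactive have numbers as strong as hits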
# NR3A LBD binder – binders of NR3A ligand-binding domain, primary screen, biophysical, differential scanning fluorimetry, uHTS | Tm shift relative to glycine control, % at 25 µM | 2.5% of 340,000 active | NR3A LBD differential scanning fluorimetry, Tm shift; 0% = protein alone, 100% = glycine-bound protein | AID 1259313, 2017 | Glutamate receptor ionotropic, NMDA 3A (GRIN3A) ligand-binding domain;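 active = melting temperature shift of at least 10% of the positive control shift, at one fixed dose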
# APOBEC3G inh – APOBEC3G DNA deaminase inhibitors, primary screen, biochemical, fluorescence, single-stranded DNA substrate, uHTS; AID 493012, 2011; 0.28% of 330,000 active; inhibition, % at 20 µM; DNA dC->dU-editing enzyme APOBEC-3G (Homo sapiens), Q9HC16; recombinant A3G, ssDNA deamination FAM/TAMRA fluorescence;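 active = inhibition of at least 40% at 20 µM, with no more than 30% in the related APOBEC3A deaminase screen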;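 note: plate controls were DMSO wells with A3G for no effect and wells lacking A3G enzyme for full effect; some compounds called inactive have numbers as strong as hits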
# Target sequence (Q9HC16 whole entry, looked up): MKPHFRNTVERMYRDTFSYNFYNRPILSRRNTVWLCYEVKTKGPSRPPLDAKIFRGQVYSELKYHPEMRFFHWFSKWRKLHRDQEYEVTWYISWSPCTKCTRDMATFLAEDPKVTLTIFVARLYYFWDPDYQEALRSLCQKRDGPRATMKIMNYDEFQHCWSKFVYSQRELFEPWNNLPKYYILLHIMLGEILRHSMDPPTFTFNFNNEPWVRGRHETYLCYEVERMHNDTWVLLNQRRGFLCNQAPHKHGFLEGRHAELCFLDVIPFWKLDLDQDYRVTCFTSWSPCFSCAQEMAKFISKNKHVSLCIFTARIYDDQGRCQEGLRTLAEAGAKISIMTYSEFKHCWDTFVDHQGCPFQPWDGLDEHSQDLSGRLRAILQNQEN
# APOBEC3A inh – APOBEC3A ssDNA deaminase inhibitors, primary screen, selectivity assay for APOBEC3G inhibitor project, biochemical, FAM/TAMRA oligo cleavage fluorescence | recombinant A3A, FAM/TAMRA ssDNA deamination fluorescence | inhibition, % at 20 µM | 0.41% of 330,000 active | AID 493011, 2011;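 active = at least 40% inhibition at 20 µM here, with at most 30% in a related deaminase screen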;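 note: plate controls were A3A with DMSO for no effect and wells lacking A3A enzyme for full effect; some results filed as inactive read as strong as hits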
# hIAP activ – human IAP activators, primary screen, biochemical, luminescence, uHTS. purified human IAP, CDP-Star luminescence, 30 min; stronger effect = higher value; 1 = vehicle-only enzyme, 0 = enzyme-free background. activation factor at 10 µM. Intestinal-type alkaline phosphatase (Homo sapiens), P09923. 0.16% of 330,000 active;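 active = activation factor of the enzyme at least 2-fold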; note: the source names both 10 and 20 µM as test concentration; values of inactives mirror those of a sister screen read the other way
# mIAP activ – activators of mouse IAP, primary screen, biochemical, luminescence, uHTS. intestinal alkaline phosphatase [Mus musculus]. muIAP, CDP-Star luminescence, 30 min; stronger effect = higher value; 1 = vehicle-only enzyme signal, 0 = enzyme-free wells. 0.24% of 330,000 active. activation factor at 10 µM. AID 2805, 2010;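 active = activation factor of at least 2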; note: the source names both 10 and 20 µM as test concentration; values of inactives mirror those of a sister screen read the other way
#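 also added = chemiluminescent substrate CDP-Star | test system = mouse IAP enzyme | signal = chemiluminescence readout | compound = DMSO-dissolved test compounds | incubation = 30 min at room temperature | benchmarks = DMSO wells, no-enzyme wells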
# MPTP block – mitochondrial permeability transition pore inhibitors, primary screen, biochemical, isolated mouse mitochondria, absorbance; AID 602449, 2012; 1.4% of 360,000 active; inhibition, % at 10 µM; Ca2+ swelling absorbance, 30 min;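 active = inhibition of 50% or more, scaled per plate between neutral and stimulator controls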;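 note: 0% = DMSO wells given calcium and 100% = 1 mM EGTA wells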
# mIAP block – inhibitors of mouse IAP, primary screen, biochemical, luminescence, uHTS. intestinal alkaline phosphatase [Mus musculus]. purified mouse IAP, CDP-Star luminescence, 30 min. inhibition, % at 10 µM. 0.2% of 330,000 active. AID 2806, 2010;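 active = inhibition of at least 40% at 10 µM in the primary screen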;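 note: plate controls were DMSO with enzyme for no effect and no enzyme wells for full effect; values of inactives mirror those of a sister screen read the other way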
# * marks the source's active call; other numbers are inactive results.
canonical_smiles	beta cell repl	MPTP block	mIAP activ	APOBEC3A inh	hIAP activ	hIAP block	NR3A LBD binder	mIAP block	APOBEC3G inh
O=C(NCC1CCCO1)c1cc(-c2ccco2)nc2ccccc12 (stereo not given)	-2	-1.6	1	17	1.2	-16	2	-4	8
CN1CCN(C(=O)c2ccc3c(c2)N(Cc2cccc(Cl)c2)C(=O)c2ccccc2S3=O)CC1 (stereo not given)	0	-1.5	1	1	0.92	8	-2	-5	18
CCN1CCN(c2ccc(Cl)cc2NC(=O)c2ccco2)CC1	1	-0.3	0.93	-3	0.97	3	-1	8	-6
COc1cccc2c(=O)n(CC(=O)NC3CCCC3)ccc12	-4	0.4	1.1	-1	1	-3	-1	-6	0
Cc1ccc(C)c(C(=O)COC(=O)c2c(-c3ccccc3)noc2C)c1	-2	0.6	0.94	-4	1	-2	5	6	-9
CN(Cc1ccc(C(F)(F)F)cc1)C(=O)C1CC(=O)N(Cc2ccco2)C1 (stereo not given)	-1	-0.3	1.1	7	0.95	5	-2	-7	1
O=C1c2ccccc2C(=O)N1CCCSc1nc2ccccc2o1	-2	-0.5	0.99	3	0.97	3	1	1	-1
CC(C)(C)c1csc(NC(=O)c2c(F)c(F)c(F)c(F)c2F)n1	-4	2.6	0.97	-8	0.94	6	2	3	-6
COc1cc(C(=O)NCC(=O)N/N=C/c2ccc(OC(=O)c3ccco3)cc2)cc(OC)c1OC	-3	-0.1	1.2	-1	1	0	-3	-23	-6
CCOC(=O)C1C2C=CC3(CN(CCc4ccccc4)C(=O)C13)O2 (stereo not given)	0	-1.1	0.94	-1	0.98	2	-2	6	3
Cc1ccc2nc(-c3cccc(NC(=O)c4ccco4)c3)[nH]c2c1	-1	-0.8	1.1	1	1.1	-15	5	-13	0
COCCCNC(=O)CN(c1cc(OC)ccc1OC)S(=O)(=O)c1ccccc1	0	-0.9	1	-1	1	-4	0	0	-3
COc1ccc(N2CCN(C(=O)c3oc4ccccc4c3C)CC2)cc1	0	-1.0	1	-2	0.97	3	0	-3	-8
COCc1cc(C)nc(N)c1C#N	-1	-0.1	1	-6	1.1	-9	-1	-4	-5
CCN(CC)C(=O)/C(=C\c1ccc2c(c1)OCO2)NC(=O)c1ccc(Br)cc1	0	4.2	1.1	0	0.9	10	-2	-7	-6
Cc1cccc(OCCCN2CCCCCC2)c1	1	-0.4	0.99	-3	1.2	-18	-1	1	-4
Cc1cc(C(=O)OCC(=O)NC2CCCCC2)c(C)o1	2	-2.3	0.96	0	0.9	10	-1	4	-2
Cc1cc(N2C3CCC2CC(O)(c2ccc(F)cc2)C3)nc(-c2ccccc2)n1 (stereo not given)	-5	3.3	0.91	-2	0.98	2	-2	9	-9
Cc1nc2c(C)cccc2c(SC(=N)N)c1CC=C(Cl)Cl	0	-1.8	0.87	-3	0.93	7	2	13	-3
O=C(CN1C(=O)NC2(CCCCC2)C1=O)Nc1ccccc1Cl	1	0.1	0.88	-1	0.75	25	0	12	-9
CC(=O)c1cc2c(cc1N)OCO2	1	2.8	0.91	-2	0.94	6	4	9	-5
COc1ccc(C(CNCC(O)COc2c(C)ccc(C)c2C)N(C)C)cc1 (stereo not given)	-1	2.6	0.91	-1	1.1	-8	0	9	-5
CNC(=O)c1c[nH]c2ccc(S(=O)(=O)Nc3cccc(SC)c3)cc2c1=O	-5	0.1	0.96	7	1	-2	-1	4	-7
COc1cccc(C2C3=C(N=c4s/c(=C\c5cccc(O)c5)c(=O)n42)c2ccccc2CC3)c1OC (stereo not given)	0	6.2	0.93	-1	0.95	5	31*	7	-3
O=C(Nc1ncc([N+](=O)[O-])s1)c1cccc([N+](=O)[O-])c1	-7	56*	0.94	-1	0.94	6	-8	6	-4
CC1Cc2ccccc2N1S(=O)(=O)c1ccc(Cl)nc1 (stereo not given)	-1	1.4	1.1	3	1	0	-1	-7	-1
Cc1nc(Nc2nc(CSc3ccc(Cl)cc3)cc(=O)[nH]2)nc2ccccc12	0	-0.5	0.81	-3	0.96	4	0	19	-5
N=c1n(CCN2CCOCC2)c2ccccc2n1Cc1ccccc1Br	-3	3.0	1	0	0.96	4	-2	-4	-5
COc1cc2[nH]c(C(=O)N3CCc4ccccc4C3)cc2c(OC)c1OC	-2	0.5	1.1	-1	1.1	-5	0	-7	-6
Cc1ccc(C(=O)NCC(=O)Nc2ccncc2)cc1C	-5	-0.8	1	-1	1.1	-8	1	-1	-9
CC(C)Nc1nc(Cl)nc(Nc2ccccc2)n1	-2	-0.4	1	-5	0.98	2	-1	-4	-5
CCO/N=C(/C)c1c(O)cc(C(C)(C)C)n(-c2ccccc2)c1=O	0	0.5	1	-5	0.85	15	-3	-1	-6
CCCCCn1c(=O)[nH]c2c(c1=O)CCC2	0	-0.2	1.1	5	1.1	-10	4	-6	0
CCN(CC(=O)NCc1cccs1)S(=O)(=O)c1c(F)cccc1F	-2	-0.3	1	-4	1.1	-6	2	-2	-10
COC(=O)c1cc(COc2ccc3c(c2)oc(=O)c2ccccc23)c(C)o1	-2	0.9	0.97	-2	1.1	-7	0	3	-7
O=C(Nc1cccc(NC(=O)C2CCCO2)c1)c1ccco1 (stereo not given)	0	-0.8	0.99	-2	1	-3	-1	1	-11
COc1cc(NC(=O)C2Cc3ccccc3CN2S(C)(=O)=O)cc(OC)c1 (stereo not given)	-2	-0.4	1.2	2	0.96	4	-2	-21	0
COc1cc(C(=O)OCC(=O)Nc2ccc(N3CCOCC3)cc2)ccc1OCC(C)C	0	-0.8	0.97	13	0.98	2	-4	3	-3
O=C(CSc1cccc2cccnc12)NCc1ccco1	-1	3.4	1.1	-3	1.1	-10	3	-10	-5
C[C@H]1CC[C@]2(O[C@H](CCO)C[C@H](O)[C@H]2O)O1	0	-0.8	1	-1	0.84	16	-5	-2	-1
CCOCCn1c(-c2ccc(OC)cc2)nc2ccccc21	-3	-2.1	0.99	-4	0.92	8	-1	1	-6
O=C(COc1ccccc1Cl)NC(=S)Nc1cccc(NC(=O)c2ccccc2Cl)c1	0	2.7	0.9	3	1	-3	8	10	-4
Cc1ccc(NC(=O)COC(=O)CC2CC3CCC2C3)cc1S(=O)(=O)N1CCOCC1 (stereo not given)	3	0.1	1.3	5	1	-1	-5	-26	2
Cc1noc(C)c1S(=O)(=O)N1CCC(C(N)=O)CC1	6	1.0	0.98	15	0.96	4	-3	2	-6
O=C(COc1ccc(S(=O)(=O)N2CCCC2)cc1)NCc1ccccn1	-2	0.4	0.96	-2	1.1	-5	-2	4	-7
CCN(CC(=O)Nc1c(F)cccc1F)C(=O)CSc1nc(C)cc(C)n1	-2	-0.4	1	-1	1	0	0	-1	1
CC(C)[C@H](NC(=O)OCc1ccccc1)C(=O)OCC(=O)N1CCN(c2ccc(F)cc2)CC1	3	0.2	1.1	2	0.84	16	-1	-8	-6
O=C(NC1=NCCS1)c1cccc(Br)c1	-2	-0.2	0.93	-7	1.1	-9	3	7	-7
O=C(NCc1ccco1)C(=O)NCC1OCCN1S(=O)(=O)c1cc(F)ccc1F (stereo not given)	0	1.0	1	5	1.2	-20	-1	-3	-3
O=C(Nc1nc2c(Cl)ccc(Cl)c2s1)C1CC1	1	1.8	0.98	-1	1.1	-8	-3	2	3
COc1ccc(C2C(C(=O)c3sc(C)nc3C)=C(O)C(=O)N2CCCn2ccnc2)cc1OC (stereo not given)	-2	-0.1	1	0	1.1	-11	0	-1	0
Cc1ccc(/C=C/C(=O)OCc2nc(N)nc(Nc3ccccc3C)n2)o1	-2	-0.6	0.91	2	1	0	-14	9	-10
CCOc1ccc2[nH]c(C)c(CN3CCN(C)CC3)c(=O)c2c1	-2	0.0	0.93	-2	0.94	6	4	7	-8
CC(C)(C)C(=O)NC1CCN(C(=O)N2CCCC2)CC1	-1	-0.7	0.97	3	0.98	2	-2	2	-1
COc1ccc(C(=O)CN2CCN(S(=O)(=O)c3cccc([N+](=O)[O-])c3)CC2)cc1	-4	1.8	0.95	6	1.3	-29	-1	5	-9
CC(NC(=O)c1sc2cc([N+](=O)[O-])ccc2c1Cl)C(C)(C)C (stereo not given)	-6	5.2	0.83	1	0.94	6	4	17	55*
CC(Cl)C(=O)NNc1cccc(Cl)n1 (stereo not given)	3	-1.0	0.93	4	0.86	14	0	7	6
COCCSc1ccccc1C(=O)N1CCN(Cc2ccc3c(c2)OCO3)CC1	-3	-0.1	1	1	0.91	10	1	-2	-3
Cc1ccccc1C(=O)NC1CCN(C(=O)N(c2ccccc2)c2ccccc2)CC1	-1	-3.9	0.95	-2	0.92	8	-1	5	-6
CCOC(=O)c1sc(=NC(=O)c2cccc(C)c2)n(C)c1C	-2	-0.7	1	1	1.1	-10	0	0	2

# Overlap with the part before: 2 compounds, then new ones.
canonical_smiles	beta cell repl	MPTP block	mIAP activ	APOBEC3A inh	hIAP activ	hIAP block	NR3A LBD binder	mIAP block	APOBEC3G inh
Cc1ccccc1C(=O)NC1CCN(C(=O)N(c2ccccc2)c2ccccc2)CC1	-1	-3.9	0.95	-2	0.92	8	-1	5	-6
CCOC(=O)c1sc(=NC(=O)c2cccc(C)c2)n(C)c1C	-2	-0.7	1	1	1.1	-10	0	0	2
CC(=O)c1c(COC(=O)c2ccc(C)cc2)nc2ccccc2[n+]1[O-]	0	-0.1	0.96	-3	0.95	4	1	4	-9
CC(CNS(=O)(=O)c1ccc2c(c1)NC(=O)CCS2)c1ccccc1 (stereo not given)	-2	-1.0	1	-1	1.2	-18	3	-4	-3
Fc1ccc(-[n+]2nc(Nc3ccccc3)sc2-c2cccc(Cl)c2Cl)cc1	-6	95*	0.91	2	1.1	-6	10	9	12
COc1ccc(C(=O)NNC(=O)C(=O)Nc2cccc3ccccc23)cc1	-3	5.8	0.97	0	1.5	-46	1	2	-6
CCN1c2ccccc2-c2nc3ccccc3n2C1c1ccccn1 (stereo not given)	2	2.6	1	2	1.1	-10	-2	-2	0
CCN(CC)S(=O)(=O)c1ccc(N=NC2=C(O)CC(C)(C)CC2=O)cc1	0	1.9	0.8	-4	0.9	10	-3	20	-3
Cc1cccc(NC(=O)c2c([N+](=O)[O-])cnn2C)c1	-3	0.4	0.94	0	0.97	3	-3	6	-2
Nc1cc(N)nc(SCC(=O)NC2CCCCCCC2)n1	5	-0.6	1.1	-2	0.96	4	1	-6	-8
Cc1cc(=O)oc2c(CN3CCCC3)c(O)c(Cl)cc12	-1	-1.3	0.96	20	1	0	0	4	8
